# High-throughput results as filed in PubChem.
# PvdQ inh = blocks Pseudomonas aeruginosa PvdQ acylase activity; AID 488965; inhibition, % at 10 µM; purified PvdQ acylase, fluorescence plate reader; hit rate 0.063% among 340,000; in the data active = inhibition above about 30%, passing the limit was not always enough;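 note: 0% = vehicle neutral wells and 100% = reference inhibitor wells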
# PfHsp90 yeast 2 = reduces growth (ATP signal) of yeast expressing P. falciparum Hsp90. hit rate 0.32% among 310,000. inhibition, % at 9.4 µM. S. cerevisiae expressing PfHsp90, BacTiter-Glo ATP, 48 h; yeast lacking PDR1 and PDR3 efflux regulators;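 active = every replicate shows inhibition above about 80%, whatever the replicate mean, limit read from the data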;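 note: 0% = DMSO neutral controls and 100% = 20 µM radicicol positive controls; yeast relying on Plasmodium falciparum Hsp90 in place of its own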
# RTF Ca sens inh = cardiac RTF calcium desensitization. IANBD-labeled cardiac RTF, Ca2+ fluorescence. hit rate 0.12% among 340,000. inhibition, % at 7.15 µM. P19429+P45379;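 active = inhibition above the mean inhibition of all tested compounds plus 3 SD, cut at about 17% in these data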;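 note: assay run at fixed EC70 calcium of 1.6 mM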
# NSD2 inh = NSD2 (human) methyltransferase inhibition | inhibition, % at 12.5 µM | NSD2 peptide methylation, AlphaScreen, 120 min | AID 743445 | hit rate 0.54% among 310,000 | O96028; in the data active = inhibition above about 50%
# CDK5 inh = CDK5/p35 (human) kinase inhibition; Recombinant CDK5/p35, ADP-Glo luminescence, 60 min; AID 488839; hit rate 0.01% among 330,000; Q00535+Q15078; inhibition, % at 10 µM;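 active = highest replicate inhibition of at least 50% and at least 75% of replicates reaching 50%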;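 note: plate controls were DMSO neutral control for no effect and GW8510 at 10 µM for full effect; many of its hits are not listed in these tables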
# Target sequence (Q00535 whole entry, looked up): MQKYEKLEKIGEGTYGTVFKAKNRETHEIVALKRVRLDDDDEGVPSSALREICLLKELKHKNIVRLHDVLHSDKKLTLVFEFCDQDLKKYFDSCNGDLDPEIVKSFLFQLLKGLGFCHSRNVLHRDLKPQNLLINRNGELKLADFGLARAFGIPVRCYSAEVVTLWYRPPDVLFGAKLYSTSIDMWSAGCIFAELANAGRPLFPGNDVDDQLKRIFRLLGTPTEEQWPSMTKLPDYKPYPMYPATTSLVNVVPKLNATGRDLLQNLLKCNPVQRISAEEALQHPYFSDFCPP
# Target sequence (Q15078 whole entry, looked up): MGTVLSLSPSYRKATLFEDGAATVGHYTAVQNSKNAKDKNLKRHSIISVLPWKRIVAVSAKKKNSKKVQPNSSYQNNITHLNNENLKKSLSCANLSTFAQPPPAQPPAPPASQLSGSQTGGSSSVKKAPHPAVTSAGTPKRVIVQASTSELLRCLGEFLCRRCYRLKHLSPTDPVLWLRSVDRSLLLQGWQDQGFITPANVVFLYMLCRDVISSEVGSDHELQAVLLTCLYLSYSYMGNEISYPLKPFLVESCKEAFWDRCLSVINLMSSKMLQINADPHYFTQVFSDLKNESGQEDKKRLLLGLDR
# Rtt109 HAT inh = C. albicans Rtt109 histone acetyltransferase inhibition | Q5AAJ8 | purified Rtt109/Vps75, ThioGlo CoA-SH fluorescence, 4 h | inhibition, % at 34.9 µM | hit rate 0.16% among 330,000 | AID 540336;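 active = inhibition of at least 50% in every replicate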
# Target sequence (Q5AAJ8 whole entry, looked up): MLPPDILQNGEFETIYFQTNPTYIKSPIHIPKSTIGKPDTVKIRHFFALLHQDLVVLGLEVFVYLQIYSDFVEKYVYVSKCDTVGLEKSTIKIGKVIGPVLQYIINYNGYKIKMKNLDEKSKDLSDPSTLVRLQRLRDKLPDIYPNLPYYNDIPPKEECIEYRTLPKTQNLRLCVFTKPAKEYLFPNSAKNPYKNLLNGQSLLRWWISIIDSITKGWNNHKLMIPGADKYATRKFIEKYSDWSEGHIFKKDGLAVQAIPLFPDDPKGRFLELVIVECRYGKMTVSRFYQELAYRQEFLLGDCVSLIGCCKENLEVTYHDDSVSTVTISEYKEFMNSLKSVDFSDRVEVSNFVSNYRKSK
# dFosB activator = activators of mouse delta FosB homodimer; activation, % at 25 µM; P13346; purified delta FosB, TAMRA-CDK5 oligo fluorescence polarization; percent of positive-control signal above neutral wells; hit rate 0.99% among 340,000;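 active = mean activation above about 17%, with every replicate also reaching it, limit read from the data, passing the limit was not always enough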;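 note: fluorescence polarization rise as delta FosB binds a TAMRA Cdk5 AP-1 oligo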
# LANA DNA inh = inhibitors of KSHV LANA C-terminal domain DNA binding; inhibition, % at 9 µM; AID 504423; MBP-C-LANA/FAM-LBS DNA binding, fluorescence polarization; hit rate 0.078% among 340,000;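 active = highest replicate inhibition at or above 60% at 9 µM, even if other replicates fall short; inactive = all replicates below 60% inhibition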;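 note: 0% = neutral control wells and 100% = 4 µM acridine orange control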
# RTF Ca sens act = increases calcium sensitivity of human cardiac regulated thin filaments; hit rate 0.24% among 340,000; IANBD-labeled TnC RTF fluorescence at EC20 calcium; 0% EC20 calcium, 100% full calcium; AID 493008; activation, % at 7.2 µM;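 active = activation above the mean over all tested compounds plus 3 SD, cut at about 30% in these data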;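 note: rise in fluorescence read as greater calcium sensitivity of cardiac thin filaments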
# Keap1-Nrf2 PPI = Keap1-Nrf2 (human) interaction inhibition; inhibition, % at 9.4 µM; Q14145; Keap1 Kelch-Nrf2 peptide fluorescence polarization, 1536-well; AID 504523; hit rate 0.15% among 340,000; in the data active = inhibition above about 12%;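 note: human Keap1 Kelch domain with fluorescein labeled Nrf2 9mer peptide probe; 0% = neutral control wells and 100% = peptide positive control; higher means more block of Keap1 binding to Nrf2 peptide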
# Mot1-301 SUMO = inhibitors of SUMOylation pathway: yeast Mot1-301 growth rescue; hit rate 1% among 320,000; growth rescue, % at 18.8 µM; S. cerevisiae Mot1-301 growth rescue, ATP luminescence, 38.5C; percent above DMSO median, 100 means doubled;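 active = every valid replicate shows activation above 250% relative to neutral control wells; inactive = the rest, any valid replicate at or below 250%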;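 note: OY570 slx delta 5 strain wells were the positive control but not used for scaling; some compounds called inactive have numbers as strong as hits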
# Starred values were filed as active, the others as inactive; i = inactive; · = not tested or not shown.
SMILES,PvdQ inh,PfHsp90 yeast 2,RTF Ca sens inh,NSD2 inh,CDK5 inh,Rtt109 HAT inh,dFosB activator,LANA DNA inh,RTF Ca sens act,Keap1-Nrf2 PPI,Mot1-301 SUMO
O=C(c1cccs1)n1nc(NCc2ccccc2)nc1NCc1ccccc1,8,-8,1,-1,0.8,5,-3,3.6,0,-1,-7
COc1ccc(OCC(=O)NNc2nc3ccccc3s2)cc1,-21,23,4,2,-8.9,-3,-2,1.8,6,3,3
CCOC(=O)CSc1nnc(NC(=O)c2cccc([N+](=O)[O-])c2)s1,4,-16,8,-3,0.4,0,1,-1.0,-3,2,-16
Cc1ccc(NS(=O)(=O)c2ccc3c(c2)n(C)c(=O)n3C)c(C)c1,-16,-10,-4,0,-0.1,4,-3,-2.0,4,1,355*
CCOc1ccc(Oc2ccccc2NC(=O)CN2C(=O)NC3(CCCC3)C2=O)cc1,-1,·,-6,5,0.4,-7,-11,0.8,-9,3,-13
O=C(CCSc1ccc(Cl)cc1)Nc1cccnc1,0,-4,-9,0,-0.3,10,0,-0.9,-1,-7,·
CN(C)C(=C(C#N)C#N)N1CCN(c2ccc(Cl)c(Cl)c2)CC1,-11,-13,-5,-1,-0.3,5,-14,-1.6,3,-3,8
Cc1ccc(CNC(=O)c2ccc(CNS(=O)(=O)c3ccc4c(c3)C(C)(C)C(=O)N4C)cc2)o1,-1,11,-5,·,-0.9,8,-8,0.3,2,-3,-14
CCOC(=O)c1c(-c2ccccc2)csc1NC(=O)C(C)NCCCN1CCOCC1 (configuration not stated),3,15,-6,3,0.7,3,-4,-0.5,2,-7,-30
CCN(CC)c1ccc(C2CC(=O)NC3=C2C(=O)CC(C)(C)C3)cc1 (configuration not stated),-12,-18,-9,3,1.6,-6,-11,-0.3,-4,-3,31
COc1ccc(Cl)cc1NC(=O)NCC1CCN(C(=O)OC(C)(C)C)CC1,-1,-9,-1,-5,-0.3,4,-19,-0.1,13,-7,1
C=CCOc1cccc(C(=O)/C=C2/C(=O)Nc3ccccc32)c1,-6,-48,-7,-1,1.1,2,-2,-0.9,0,-6,30
O=C(C1CCOCC1)N1CCCC(N2CCN(c3cccc(C(F)(F)F)c3)CC2)C1 (configuration not stated),2,-117,-3,-2,-1.0,52*,-7,0.5,-5,-4,-1
CCCOc1ccc(C(=O)N/N=C/c2c[nH]c3ccc(Br)cc23)cc1,12,14,2,14,1.2,4,-13,5.4,-7,3,9
O=C(NCc1cccs1)c1ccc2ccccc2n1,6,-12,5,-7,1.2,2,-5,-0.7,-3,-1,6
CCOc1ccccc1NC(=O)CN1C(=O)NC(Cc2c[nH]c3ccccc23)C1=O (configuration not stated),-18,·,-6,0,0.0,9,-5,1.4,-2,-2,-3
CCn1c(CC(=O)Nc2ccc(F)cc2)nnc1SCC(=O)NC1=NCCS1,-16,29,-12,-1,0.7,7,-1,1.0,-5,0,5
CCCn1c(=O)[nH]c(=O)c2c1nc(-c1ccccc1)n2CCN1CCOCC1,-9,20,4,0,-0.5,4,3,0.6,-6,3,-30
CCOc1ccc(CN2CCN(Cc3cnc(N4CCOCC4)s3)CC2CCO)cc1 (configuration not stated),2,·,-10,-6,0.3,-7,-6,1.2,9,-1,10
CC(O)CNc1nc2c(c(=O)n(C)c(=O)n2C)n1CCc1ccccc1 (configuration not stated),-11,7,-4,1,-1.4,-5,3,1.2,0,4,-9
Cn1cnnc1SCc1nnc(-c2ccccc2Br)o1,-10,-12,1,0,0.7,-1,0,-1.8,4,-4,·
Cc1n[nH]c(C)c1CNCc1c(C(=O)N2CCCCCCC2)nc2ccc(Cl)cn12,-4,-8,-7,-2,0.2,-5,-14,1.8,-2,-4,-17
COc1ccc(C(C(=O)NC2CCCC2)N(CCC(C)C)C(=O)CCC(=O)Nc2cc(C)on2)cc1 (configuration not stated),-10,9,4,2,0.4,25,-23,-0.7,-21,3,-9
C=CCN=C(NC#N)SCC(=O)c1cccc(OC)c1,-4,·,-8,18,13,-4,-10,1.8,-5,-5,-2
C=CCSc1nnc(-c2ccccc2NC(=O)CC)c(=O)[nH]1,-3,-15,1,1,-1.1,7,2,-1.1,2,3,-1

# Mot1-301 SUMO, entries above that show a hit
mol | PvdQ inh | PfHsp90 yeast 2 | NSD2 inh | CDK5 inh | Rtt109 HAT inh | dFosB activator | LANA DNA inh | RTF Ca sens act | Keap1-Nrf2 PPI | Mot1-301 SUMO
Cc1ccc(NS(=O)(=O)c2ccc3c(c2)n(C)c(=O)n3C)c(C)c1 | -16 | -10 | 0 | -0.1 | 4 | -3 | -2.0 | 4 | 1 | 355*

# 10 consecutive entries already listed, quoted:
SMILES,PvdQ inh,PfHsp90 yeast 2,RTF Ca sens inh,NSD2 inh,CDK5 inh,Rtt109 HAT inh,dFosB activator,LANA DNA inh,RTF Ca sens act,Keap1-Nrf2 PPI,Mot1-301 SUMO
CCOc1ccccc1NC(=O)CN1C(=O)NC(Cc2c[nH]c3ccccc23)C1=O (configuration not stated),-18,·,-6,0,0.0,9,-5,1.4,-2,-2,-3
CCn1c(CC(=O)Nc2ccc(F)cc2)nnc1SCC(=O)NC1=NCCS1,-16,29,-12,-1,0.7,7,-1,1.0,-5,0,5
CCCn1c(=O)[nH]c(=O)c2c1nc(-c1ccccc1)n2CCN1CCOCC1,-9,20,4,0,-0.5,4,3,0.6,-6,3,-30
CCOc1ccc(CN2CCN(Cc3cnc(N4CCOCC4)s3)CC2CCO)cc1 (configuration not stated),2,·,-10,-6,0.3,-7,-6,1.2,9,-1,10
CC(O)CNc1nc2c(c(=O)n(C)c(=O)n2C)n1CCc1ccccc1 (configuration not stated),-11,7,-4,1,-1.4,-5,3,1.2,0,4,-9
Cn1cnnc1SCc1nnc(-c2ccccc2Br)o1,-10,-12,1,0,0.7,-1,0,-1.8,4,-4,·
Cc1n[nH]c(C)c1CNCc1c(C(=O)N2CCCCCCC2)nc2ccc(Cl)cn12,-4,-8,-7,-2,0.2,-5,-14,1.8,-2,-4,-17
COc1ccc(C(C(=O)NC2CCCC2)N(CCC(C)C)C(=O)CCC(=O)Nc2cc(C)on2)cc1 (configuration not stated),-10,9,4,2,0.4,25,-23,-0.7,-21,3,-9
C=CCN=C(NC#N)SCC(=O)c1cccc(OC)c1,-4,·,-8,18,13,-4,-10,1.8,-5,-5,-2
C=CCSc1nnc(-c2ccccc2NC(=O)CC)c(=O)[nH]1,-3,-15,1,1,-1.1,7,2,-1.1,2,3,-1

# Continuation.
SMILES,PvdQ inh,PfHsp90 yeast 2,RTF Ca sens inh,NSD2 inh,CDK5 inh,Rtt109 HAT inh,dFosB activator,LANA DNA inh,RTF Ca sens act,Keap1-Nrf2 PPI,Mot1-301 SUMO
Cc1ccc(NC(=O)c2cc([N+](=O)[O-])ccc2N2CCOCC2)cc1S(=O)(=O)N1CCOCC1,-4,-2,0,2,1.3,27,-6,1.0,0,-2,7
O=C(O)C1C2C=CC(O2)C1C(=O)Nc1ccccc1C(F)(F)F (configuration not stated),-8,8,-14,-1,-0.2,-4,-7,0.4,9,-3,49
Cc1sc(NC(=O)CN2CCCC2)nc1-c1ccc2c(c1)CCN2C(=O)c1cccc(F)c1,-8,-29,-21,1,1.4,3,0,-0.6,4,-5,17
O=C(NC(NC1CCS(=O)(=O)C1)C(Cl)(Cl)Cl)c1cccc(Cl)c1 (configuration not stated),6,-12,-9,-2,4.8,4,0,0.8,-2,-1,79
Cc1cc(C)c(OCCCCN(C)Cc2ccccc2)c(C)c1,-8,24,-3,4,-0.6,-1,-1,-2.2,-1,-3,36
CN1/C(=C\C(=O)CSc2nnc(NCc3ccccc3)s2)C(C)(C)c2ccccc21,-15,13,-7,3,1.2,37,23*,0.4,-8,-9,18
COc1cc(NC(=O)C(c2ccccc2)c2ccccc2)c(C(=O)O)cc1OC,-1,-13,3,-1,-2.2,-2,-1,0.6,2,-6,-10
Cc1nn(-c2ccc(Cl)cc2)c(=O)c2ccccc12,-8,-5,0,-15,-1.0,-7,-6,2.9,2,1,·
CCN(CC)CCCN=Cc1c(-c2ccccc2)[nH]n(-c2nc3ccccc3s2)c1=O,-1,6,6,75*,-1.2,12,-7,0.3,0,-1,·
CCN1C(=O)[C@H]2[C@@H](c3ccc(-c4ccc5c(c4)OCO5)cc3)N[C@@](Cc3ccccc3)(C(=O)OC)[C@H]2C1=O,2,-2,-2,·,-2.5,4,6,1.8,-3,-6,-12
C/C(N)=C(/C#N)C(=O)COC(=O)COc1ccc(Cl)cc1C,-9,14,-8,-2,0.1,1,-3,-1.1,4,-5,7
Oc1c(C(c2ccccn2)N2CCCCC2)cc(Cl)c2cccnc12 (configuration not stated),1,5,-9,32,-3.4,2,-12,2.1,7,-19,334
COC(=O)c1ccc(COc2ccccc2/C=C(\C#N)C(=O)Nc2ccccc2C)cc1,-11,-11,-4,-2,1.3,-3,0,0.3,-1,5,-10
COc1ccc(-c2cccc([C@H]3[C@@H]4C=CC[C@@H](C)[C@@H]4C(=O)N3Cc3ccccc3)c2)cc1,-17,-14,-9,·,-1.2,-1,-5,0.3,0,-2,·
CCOc1ccc(NS(=O)(=O)c2cc(C(=O)N3CCN(C(C)=O)CC3)ccc2Cl)cc1,-4,14,-5,-2,1.4,-15,-4,1.6,-3,5,231
Cc1cc(C(=O)CN2CCCC2)c(C)n1-c1ccc(Cl)cc1,-12,·,-4,4,0.2,5,-4,-0.8,0,-3,381
Cc1ccc(-c2cnc3cc(C)nn3c2)cc1,0,·,4,-1,1.0,-5,-11,-1.0,0,2,-8
COc1cccc(-c2ccc3c(c2)C2CC3CCN2C(C)=O)c1 (configuration not stated),-15,-22,-16,·,0.1,-7,3,0.7,3,-2,·
O=C(N/N=C/c1ccc(C(=O)O)cc1)C1=NNC(c2ccccc2)(c2ccccc2)C1,-13,5,-15,-1,0.3,1,-6,0.6,3,2,i
N#CC(=C=[N-])/C=C(\C(=O)c1ccccc1)[n+]1ccccc1,-15,5,-10,-1,-0.4,-2,4,-11,6,1,26
Cc1cc2c(cc1S(=O)(=O)Nc1ccc(F)cc1)n(C)c(=O)c(=O)n2C,1,15,-8,·,-0.1,2,-12,0.2,-3,2,4
CCOC(=O)N1CCC(C(N)=O)CC1,-20,14,-3,-1,0.2,-11,0,1.4,4,-2,-9
COC(=O)Cc1c[nH]c2cccc(OCC(O)CN(Cc3ccc([N+](=O)[O-])cc3)C(C)(C)C)c12 (configuration not stated),7,·,-3,0,-0.5,-10,1,1.3,-4,-1,0
